# Source: PubChem
# RmlCD inh 1536: inhibitors of Mycobacterium tuberculosis RmlC and RmlD coupled enzymes; hit rate 0.03% among 160,000; P9WH09+P9WH11; AID 1533; inhibition, % at 3.6 µM; RmlC+RmlD coupled enzyme assay, percent inhibition; primary screen in compound mixtures; in the data active means inhibition mostly above about 34%, no sharp cut-off; further: some results filed as inactive read as strong as hits
# Target sequence (P9WH09 whole entry, looked up): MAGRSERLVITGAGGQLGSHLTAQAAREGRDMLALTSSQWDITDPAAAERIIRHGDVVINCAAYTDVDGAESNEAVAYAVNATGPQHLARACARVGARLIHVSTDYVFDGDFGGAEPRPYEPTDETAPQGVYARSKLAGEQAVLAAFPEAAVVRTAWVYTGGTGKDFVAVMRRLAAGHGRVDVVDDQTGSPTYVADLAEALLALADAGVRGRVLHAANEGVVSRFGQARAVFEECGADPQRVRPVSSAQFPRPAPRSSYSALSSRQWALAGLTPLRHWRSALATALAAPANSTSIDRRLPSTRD
# Target sequence (P9WH11 whole entry, looked up): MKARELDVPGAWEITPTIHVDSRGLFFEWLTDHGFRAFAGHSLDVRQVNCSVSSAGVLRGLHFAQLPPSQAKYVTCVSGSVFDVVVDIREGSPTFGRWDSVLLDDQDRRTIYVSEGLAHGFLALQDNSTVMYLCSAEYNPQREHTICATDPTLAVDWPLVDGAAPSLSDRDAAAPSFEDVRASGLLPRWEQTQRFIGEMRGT
# GlmU inhibition: inhibition of mycobacterial GlmU enzyme – biochemical, glucosamine-1-phosphate acetyltransferase (AID 1376); M. tuberculosis GlmU acetyltransferase enzyme assay; higher % means a stronger effect; inhibition, %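 (tested at 30 µM in the primary screen)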, or IC50 in µM where a hit was titrated; hit rate 0.25% among 220,000; in the data active means inhibition above about 13%;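 further: 0% = complete reaction with vehicle and 100% = reaction without substrate; strong numbers were not always called active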
# Active calls of the source: *; / = not tested or not shown. These rows are one share of the data, so the mix of outcomes need not match the whole.
SMILES | RmlCD inh 1536 | GlmU inhibition
CCN(CC)S(=O)(=O)c1ccc(NC(=O)CSc2cccc[n+]2[O-])cc1 | -2 | 3.0%
CSC(=S)N/N=C/c1ccccc1 | -4 | 7.3%
Cc1ccc(-c2noc(CSc3nc(N)cc(N)n3)n2)cc1 | 3 | 2.1%
O=C(NC1=NCCS1)C12CC3CC(C1)CC(C(=O)NC1=NCCS1)(C3)C2 | 9 | 0.1%
COc1ccc(CONS(=O)(=O)c2ccc(NC(C)=O)cc2)cc1Cl | 4 | -1.9%
COc1ccc2c(c1)S(=O)(=O)c1ccccc1N2 | -5 | 3.4%
O=C1NC(=S)S/C1=C\c1coc2ccccc2c1=O | / | 5.7%
COc1ccc(NC(=O)CSc2nnc(-c3ccccc3Cl)n2Cc2ccco2)c(OC)c1 | 0 | -1.2%
CC(C)NC(=S)NNc1nc2ccccc2s1 | -1 | 6.0%
COC(=O)CSc1nnc(C)n1-c1ccc(C)cc1 | / | 4.2%
COc1cc(CNCc2ccc(SC)cc2)cc(OC)c1 | -4 | -10%
CCN(CC)CCN(Cc1cc2cc3c(cc2[nH]c1=O)OCO3)C(=S)NCc1ccco1 | 7 | 9.3%
COc1cc2[nH]c(=O)n(CCCCCC(=O)N3CC=C(c4ccccc4)CC3)c(=O)c2cc1OC | 1 | 2.3%
COc1ccc(-c2cc(C(=O)NC(C(=O)O)C(C)C)c(C)o2)cc1OC (centres undefined) | 9 | 2.3%
CCN(CC)CCCCOc1ccccc1OC | / | 1.0%
COc1ccc(C(=O)N2CCN(C(=O)Cc3ccccc3)CC2)cc1OC | / | 1.9%
[O-][n+]1cccc2ncc3cscc3c21 | -11 | -1.6%
COC(=O)C1=C(O)/C(=C\c2cc(C)n(-c3ccccc3C)c2C)N=C1C | / | -4.5%
CCCCOc1ccc(C(=O)Nc2ccc(S(=O)(=O)Nc3cc(C)on3)cc2)cc1OC | 19 | 11%
COCC(=O)Nc1nc2ccc(C)cc2s1 | 6 | 2.6%
CCOC(=O)c1ccc(NC(=O)NC2CC3CCC(C2)N3Cc2nnnn2C(C)(C)C)cc1 (centres undefined) | -7 | 0.5%
Cn1c(=O)c([N+](=O)[O-])c(NCC2CCCO2)c2ccccc21 (centres undefined) | -1 | -2.8%
NNC(=O)c1csc(-c2ccccc2)n1 | -15 | 2.5%
O=C(Nc1ccccc1Cl)N1CCN(c2ncccn2)CC1 | -7 | 0.1%

# Complete entries from above. Screens in order: RmlCD inh 1536	GlmU inhibition
# CCN(CC)CCCCOc1ccccc1OC across the screens: /	1.0%
# COc1ccc(-c2cc(C(=O)NC(C(=O)O)C(C)C)c(C)o2)cc1OC (centres undefined) across the screens: 9	2.3%

# Another view of four compounds above.
> [O-][n+]1cccc2ncc3cscc3c21
  RmlCD inh 1536 = -11 | GlmU inhibition = -1.6%
> COc1cc2[nH]c(=O)n(CCCCCC(=O)N3CC=C(c4ccccc4)CC3)c(=O)c2cc1OC
  RmlCD inh 1536 = 1 | GlmU inhibition = 2.3%
> COC(=O)CSc1nnc(C)n1-c1ccc(C)cc1
  RmlCD inh 1536 = / | GlmU inhibition = 4.2%
> NNC(=O)c1csc(-c2ccccc2)n1
  RmlCD inh 1536 = -15 | GlmU inhibition = 2.5%

# Sorted by formula weight (lowest first): 5 of the compounds above.
SMILES | RmlCD inh 1536 | GlmU inhibition
COCC(=O)Nc1nc2ccc(C)cc2s1 | 6 | 2.6%
COC(=O)CSc1nnc(C)n1-c1ccc(C)cc1 | / | 4.2%
COc1cc(CNCc2ccc(SC)cc2)cc(OC)c1 | -4 | -10%
COc1ccc(-c2cc(C(=O)NC(C(=O)O)C(C)C)c(C)o2)cc1OC (centres undefined) | 9 | 2.3%
CCN(CC)CCN(Cc1cc2cc3c(cc2[nH]c1=O)OCO3)C(=S)NCc1ccco1 | 7 | 9.3%

# Next results follow:
SMILES | RmlCD inh 1536 | GlmU inhibition
Cc1ccc(/C([O-])=C(/C(=S)NCc2ccc3c(c2)OCO3)[n+]2ccc(N(C)C)cc2)c(C)c1 | 1 | 6.3%
COc1ccc2c(c1)C(c1ccc(N3CCOCC3)cc1)=NNC(c1cccnc1)=N2 | 6 | -3.3%
C=C(C)c1cccc(C(C)(C)NC(=O)NC2CCCC2)c1 | 5 | 1.7%
CCCCN(C(=O)CNC(=O)c1cccs1)C(C(=O)NC1CCCC1)c1ccncc1 (centres undefined) | -12 | -6.1%
O=C(c1ccccc1)C(C(=O)N1CCc2ccccc2C1)n1ccccc1=O (centres undefined) | -10 | 2.3%
O=C(NCCCCc1ccccc1)c1cccc([N+](=O)[O-])c1 | -6 | 2.8%
Nc1cc(Cl)c(N)cc1Cl | 17 | 6.9%
O=C(Cn1cnc2c(nnn2Cc2ccc(F)cc2)c1=O)NCC1CCCO1 (centres undefined) | / | -2.4%
CC1Cn2c(nnc2-c2cccs2)S1 (centres undefined) | / | 2.3%
CCCCNC(=O)Nc1nnc(SCC(=O)OCC)s1 | -10 | -2.2%
CSc1nsc(SC)c1NC(=O)N1CCCCC1 | / | -2.3%
Cc1nnn(-c2nonc2N)c1C(=O)N/N=C/c1ccccc1O | 5 | -3.2%
O=C(CCn1cnc(-c2ccccc2)c1-c1ccccc1)N/N=C/c1ccc(O)cc1 | -11 | -6.7%
COc1ccccc1NC(=O)CCC(=O)Nc1nnc(C(F)(F)F)s1 | / | 8.8%
Cc1cc(N2CCN(c3ccccn3)CC2)n2nc(C)nc2n1 | / | -1.9%
O=C(Nc1nc2ccccc2s1)C1CCCN1S(=O)(=O)c1ccc(Cl)cc1 (centres undefined) | 6 | -2.4%
COc1ccc(Cl)cc1NC(=S)NCc1ccccn1 | 1 | 1.3%
Cc1ccc(NC(=O)COC(=O)CNC(=O)c2cccc([N+](=O)[O-])c2)cc1S(=O)(=O)N1CCCCCC1 | 1 | 0.6%
CC(C)[C@H](NS(=O)(=O)c1cccc(Cl)c1)C(=O)OCC(=O)N1CCN(c2ccccc2)CC1 | 3 | 1.7%
Cc1cc(NC(=O)c2noc3c2CCCC3)n(-c2ccccc2)n1 | / | -4.3%
CCOC(=O)C1(CCOc2ccccc2)CCN(Cc2cnc(C)s2)CC1 | / | -4.5%
CCOC(=O)Cn1ncc(-c2ccccc2)c1N | -7 | 2.5%
CC1CC(C)CN(CC(=O)N2CCc3[nH]c4ccccc4c3C2)C1 (centres undefined) | / | 1.8%
COc1ccc(C)cc1NC(=O)c1cnc2n(c1=O)CCS2 | / | 1.2%

# At a glance, part of the list above:
SMILES | RmlCD inh 1536 | GlmU inhibition
Cc1cc(N2CCN(c3ccccn3)CC2)n2nc(C)nc2n1 | / | -1.9%
O=C(Nc1nc2ccccc2s1)C1CCCN1S(=O)(=O)c1ccc(Cl)cc1 (centres undefined) | 6 | -2.4%
COc1ccc(Cl)cc1NC(=S)NCc1ccccn1 | 1 | 1.3%

# Remaining list, next part.
SMILES | RmlCD inh 1536 | GlmU inhibition
Nc1cc(=O)[nH]c(SCC(=O)N2CCN(S(=O)(=O)c3ccc4ccccc4c3)CC2)n1 | / | -5.2%
Cn1c(N)c(C(=O)COC(=O)C2=COCCO2)c(=O)n(C)c1=O | -4 | 11%
O=C(NCc1ccc(OC(F)(F)F)cc1)C1CC(c2cccc(F)c2)=NO1 (centres undefined) | 2 | -0.8%
CN(C)CCCN(Cc1cc2cc3c(cc2[nH]c1=O)OCO3)C(=S)NCc1ccco1 | -9 | 2.0%
O=[N+]([O-])c1nn(-c2ccc3c(c2)OCCO3)n(O)c1=Nc1ccc(Cl)cc1 | / | 3.6%
COC(=O)c1ccccc1NC(=O)Nc1cccnc1 | -5 | -2.1%
COc1cc(/C=C(/C(=O)c2cccs2)c2nc3ccccc3[nH]2)ccc1O | 7 | -2.3%
CC(C)(C)CC(C)(C)c1ccc(O)c(CN2CCN(CCC#N)CC2)c1 | 9 | 1.3%
COc1ccc(-c2nn(-c3ccccc3)cc2C(=O)NC(=S)NNC(=O)c2ccncc2)cc1 | 9 | -5.0%
O=[N+]([O-])c1ccc(Oc2ccc(S(=O)(=O)Nc3ccccc3)cc2)cc1 | / | -1.7%
Cc1cc(NC(=O)c2sc(Nc3cccc(C(F)(F)F)c3)nc2N)no1 | / | -4.5%
CCOC(=O)c1ccc(NC(=O)CNC(=O)C2CCCCC2)cc1 | 12 | 3.7%
CCOC(=O)C(Cc1ccc(OC)c([N+](=O)[O-])c1)NC(=O)CCC(=O)Nc1ccc(C)cc1 (centres undefined) | -2 | -4.2%
Cn1cc(CNCCCn2ncc3ccccc32)c(-c2ccccc2F)n1 | / | -2.1%
C=CCSc1nc2ccccc2[nH]1 | 5 | -2.7%
CC(NC(=O)C12CC3CC(CC(C3)C1)C2)C(=O)N/N=C/C1=C(N2CCOCC2)C(=C\c2ccccc2)/CC1 (centres undefined) | / | 2.2%
COc1ccc(C(=O)C23CC4CC(C2)CC(C(=O)c2ccc(OC)cc2)(C4)C3)cc1 | 25 | 0.4%
COCCOC(=O)C1=C(C)NC2=C(C(=O)CC(c3cccs3)C2)C1c1ccsc1 (centres undefined) | / | -5.5%
CCN(CC)C(=O)C12C(=O)Oc3ccccc3C1C2(C)C(=O)c1ccc(F)cc1 (centres undefined) | -2 | 3.0%
CCc1nnc(NC(=O)c2ccc(-c3cc(C(F)(F)F)ccc3Cl)o2)s1 | -2 | 3.0%
CCc1ccc(C2=CC(c3cc(Br)ccc3F)n3ncnc3N2)cc1 (centres undefined) | / | 2.3%
